High-throughput results: PubChem BioAssay, several laboratories
Autophagy HCS: alters autophagy in cells; MEF GFP-LC3 puncta imaging; test concentration mostly 10 µM; calls only at 10 µM (by protocol); 190,000 compounds, 0.98% hits; AID 463193;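 active = percentage of spot-positive cells more than 3 SD above its plate mean, without a fluorescence outlier flag or 80% toxicity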;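 also: spot-positive cell cutoff set from DMSO-treated cells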
P. falciparum M17LAP: P. falciparum M17LAP inhibitors, primary screen, biochemical, fluorogenic H-Leu-NHMec substrate, 1536-well (AID 1619). recombinant M17LAP, H-Leu-NHMec fluorogenic kinetic assay; higher % means a stronger effect. inhibition, % at 30 µM; hits with a dose series show IC50 in µM. 220,000 compounds, 0.38% hits;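 active = compound inhibiting the enzyme by more than half at any dose during confirmatory dose-response retesting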;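 also: plate controls were full reaction with DMSO carrier for no effect and no enzyme background for full effect; strong numbers were not always called active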
Yfh1-off respiration: enhancers of respiration in Yfh1-depleted yeast, dose response, Friedreich's ataxia, plus single-dose screen (AID 1465) | 220,000 compounds, 0.074% hits | fold induction at 50 µM, or EC50 in µM where a hit was titrated | S. cerevisiae Yfh1-off respiration, WST-1 reduction, 72 h; higher fold induction means a stronger effect;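 active = fold induction of absorbance versus untreated yeast above a set limit, then at least 30% activation at any dose in follow-up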;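 also: activators that raise dye reduction in frataxin-depleted yeast; strong numbers were not always called active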
b-catenin transl: beta-catenin nuclear translocation modulation; nuclear translocation activity, % at 5 µM; AID 1665; 190,000 compounds, 0.3% hits; HeLa beta-catenin nuclear translocation, immunofluorescence imaging;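 active = nuclear translocation activity above 50% at 5 µM, with a well cell count of 50 or more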;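 also: per-cell ratio of nuclear to cytoplasmic median beta-catenin stain intensity; plate controls were DMSO negative control for no effect and GSK-3 inhibitor IX positive control for full effect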
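Test system: human HeLa cells, endogenous beta-catenin. Times: 24 h compound exposure, 37°C. Measured by: beta-catenin immunofluorescence imaging with DAPI.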
MT stabilize HCS: stabilizes microtubules in HeLa cells; HeLa tubulin immunostaining HCS, 24 h; share of cells brighter than vehicle mean+2SD; 200,000 compounds, 0.83% hits; % tubulin-high responders, % at 10 µM;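 active = plate Z-score above 3 for both tubulin-high and condensed-nucleus cell shares, with cell loss under 80%, at 10 µM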;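 also: anti alpha tubulin signal scored within the nucleus-defined area of each cell; some results filed as inactive read as strong as hits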
WT yeast gro inh: growth inhibition of WT yeast, mitochondrial fusion screen. mitochondrial fusion phenotypic screen, WT strain. inhibition, % at 10 µM. 190,000 compounds, 2.1% hits. AID 1362; in the data active = inhibition above about 58%; tested in S. cerevisiae
T cell modulator: T cell immune modulators affecting CD8 T cell-vesicle binding; 2C CD8+ T cell-vesicle binding, flow cytometry; stronger effect = lower value; 330,000 compounds, 0.068% hits; calls only at 7 µM; AID 2052;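 active = response, share of CD8 T cells binding vesicles, and their 90th percentile fluorescence all below set limits, cut at about 80% in these data, passing the limit was not always enough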
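Material: 2C TCR transgenic mouse naive CD8+ T cells, MACS-purified. Also added: QL9-charged Drosophila Ld/ICAM-1/B7-1 vesicles. Timing: binding 1.5 h at 37 °C. Measured by: high-throughput flow cytometry with anti-B7-1 and anti-CD8 staining. Read-out: percent CD8+ FL2 mean versus row control. Controls: Unloaded micro-vesicles (low), QL9 vesicles with 0.7% DMSO (high).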
Dynein cargo inh: blocks dynein driven cargo transport along microtubules; 3617.4 mouse cells, GR-EGFP nuclear translocation imaging; test concentration mostly 20 µM; stimulated with dexamethasone, 1 µM; stronger effect = lower value; z-score, hits read low; 220,000 compounds, 0.47% hits; AID 1381;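 active = plate z-score of nuclear minus cytoplasmic receptor signal below a set negative limit, without overly bright fluorescence or cell loss, cut at about -3.5 in these data, passing the limit was not always enough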;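 also: z-score of nuclear minus cytoplasmic ring GR-EGFP intensity difference per well; some compounds called inactive have numbers as strong as hits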
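Also added: dexamethasone, 1.0 µM final. Medium: tet-free, stripped-serum medium. Detection: fixed, Hoechst-stained cells imaged at 10x for EGFP. Read-out: nuclear-to-cytoplasmic GR-EGFP distribution per well. Times: induction 48 h, compound 1 h, agonist 30 min.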
P. falciparum M1AAP: malaria alanyl aminopeptidase activity blockers – biochemical, fluorogenic H-Leu-NHMec substrate, 1536-well (AID 1445). recombinant M1AAP, H-Leu-NHMec fluorogenic kinetic assay; higher % means a stronger effect. inhibition, % at 30 µM, or IC50 in µM where a hit was titrated. 220,000 compounds, 0.42% hits;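 active = primary inhibition above the hit cutoff, then over 50% inhibition at one or more dose response concentrations, cut at about 23% in these data, passing the limit was not always enough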;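 also: plate controls were DMSO full reaction for no effect and no enzyme background for full effect; strong numbers were not always called active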
WT yeast gro inh mutant strain: second read-out of WT yeast gro inh, no call of its own (marks repeat the call); inhibition, %; mitochondrial fusion phenotypic screen, mutant strain inhibition
Dynein cargo inh cytoplasmic EGFP: second read-out of Dynein cargo inh, no call of its own (marks repeat the call); z-score; measured here: cytoplasmic GR-EGFP intensity; stronger effect = higher value
Dynein cargo inh nuclear GR-EGFP: second read-out of Dynein cargo inh, no call of its own (marks repeat the call); z-score; measured here: nuclear GR-EGFP intensity;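 lower value marks the stronger effect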
Dynein cargo inh cell count: recorded beside Dynein cargo inh, whose call it bears; z-score; measured here: cell count per field
b-catenin transl cell count 5 µM: further read-out of b-catenin transl, marked with its call; cell count; measured here: cell count, cytotoxicity flag
T cell modulator vesicle-bound %: second read-out of T cell modulator, no call of its own (marks repeat the call); double positive events, %; measured here: CD8+ vesicle-bound cell fraction;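 binding gate set so that unloaded-vesicle control wells show 10% double positive cells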
MT stabilize HCS Hoechst-high %: also measured in MT stabilize HCS; calls as there; % Hoechst-high responders; measured here: nuclear condensation Hoechst responders;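 share of cells brighter than vehicle mean plus two SD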
MT stabilize HCS cytotoxicity %: recorded beside MT stabilize HCS, whose call it bears; toxicity, %; measured here: cytotoxicity by cell density;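 0% = mean cell density of plate MIN control wells and 100% = no cells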
Autophagy HCS cell loss 18 h: second read-out of Autophagy HCS, no call of its own (marks repeat the call); toxicity, %; measured here: cell loss, nuclei count;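 cell loss after 18 h compound exposure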
The depositor's hits bear a star; i = inactive; x = not tested or not shown.

entry	SMILES	Autophagy HCS	Autophagy HCS cell loss 18 h	P. falciparum M17LAP	Yfh1-off respiration	b-catenin transl	b-catenin transl cell count 5 µM	MT stabilize HCS	MT stabilize HCS Hoechst-high %	MT stabilize HCS cytotoxicity %	WT yeast gro inh	WT yeast gro inh mutant strain	T cell modulator	T cell modulator vesicle-bound %	Dynein cargo inh	Dynein cargo inh cytoplasmic EGFP	Dynein cargo inh nuclear GR-EGFP	Dynein cargo inh cell count	P. falciparum M1AAP
1	CC(O)c1cc2c(cc1NC(=O)c1cnn3c1NC(c1ccco1)CC3C(F)(F)F)OCO2 (stereo unspecified)	i	-7	-7%	i	-1.7	1048	5.1	1.5	4.7	-8	-5	x	x	2.5	-0.18	1.5	-1.3	7%
2	CN(Cc1cc2ccccc2[nH]c1=O)C(=O)c1cccs1	i	1	18%	i	-1.5	1087	3.9	1.9	10	-16	6	i	46	-0.64	-0.34	-0.32	1.1	8%
3	CCOc1ccc(S(=O)(=O)Nc2ccc(S(=O)(=O)N3CCCCC3)cc2)cc1	i	-33	-3%	i	3.6	1371	2.9	1.6	5.6	1	10	i	37	-0.25	-0.057	0.74	0.38	-9%
4	CCNCc1ccc(OCc2ccccc2F)c(OC)c1	i	12	-4%	i	-5.0	1142	6.4	2.0	4.7	-1	11	i	72	0.77	-0.33	0.85	0.53	-7%
5	CCCS(=O)(=O)N1CCN=C1SCc1cccnc1	i	-8	-10%	i	0.2	1084	1.5	3.1	5.9	-6	-9	i	54	-0.58	-0.3	-0.36	0.75	6%
6	C/C(=N\NC(=O)C(N)=O)c1ccc(OC(F)F)cc1	i	3	4%	i	-4.7	1060	2.1	3.5	7.6	-7	12	i	59	-1	0.45	-0.071	0.18	1%
7	O=C(c1ccncc1)N1CCN(c2ccc(F)cc2)CC1	i	-6	2%	i	-1.7	1097	1.1	1.5	11	-3	9	i	44	0.69	0.13	0.26	-0.72	14%
8	CC1CN(CCCOc2ccc([N+](=O)[O-])cc2)CC(C)O1 (stereo unspecified)	i	10	2%	i	-4.1	536	2.9	1.7	4.4	-15	27	i	40	-0.62	-0.18	0.24	0.17	1%
9	CCOc1ccccc1NC(=O)C(C)CC (stereo unspecified)	i	19	-3%	i	-4.2	964	2.2	1.6	3.5	-12	-7	i	30	-0.11	-0.32	0.41	-0.24	-2%
10	Cc1ccnc(SCC(=O)c2cc3ccccc3o2)n1	i	-2	-1%	i	-1.2	1103	4.6	3.1	11	-24	3	i	43	-0.051	-0.31	0.42	0.53	-3%
11	CCn1c(N)c(C(=O)NCc2cccnc2)sc1=S	i	4	35%	i	x	x	3.9	1.7	8.2	-1	-3	i	21	0.15	-0.35	0.19	0.3	13%
12	O=C(CCN1CCN(c2ccccc2)CC1)NNC(=S)Nc1ccccc1	i	-3	2%	i	-4.2	1083	2.1	1.6	5.3	-10	-9	i	29	-0.64	-0.27	0.078	0.75	-5%
13	COc1ccc(NC(=O)CSc2nc3c(c(=O)n2-c2ccc(F)cc2)SCC3)c(OC)c1	i	5	4%	i	-1.5	1104	3.2	2.4	2.9	16	19	i	27	0.017	-0.12	0.054	0.016	6%
14	COc1ccc(-n2c(C)nc3c(cnn3-c3ccc(C)c(C)c3)c2=O)cc1	x	x	6%	i	-0.4	1149	2.1	2.7	6.6	14	1	i	44	-0.41	-0.2	-0.19	0.36	5%
15	COc1ccc(/C=C(/NC(C)=O)C(=O)O)cc1	i	33	-2%	x	-3.3	1408	3.0	2.1	5.6	0	-9	i	15	1.2	0.47	1.5	-1.2	16%
16	O=C1c2ccccc2NC(c2ccccc2)N1CCCN1CCOCC1 (stereo unspecified)	x	x	-107%	i	0.4	1328	x	x	x	x	x	i	38	0.28	-0.095	0.15	0.47	-1%
17	O=C(NNc1c2ccccc2nc2ccccc12)c1ccccc1O	i	-20	-9%	i	-1.5	939	3.9	1.8	6.4	27	29	i	59	-0.55	-0.29	-0.46	0.29	8%
18	CN(C)CCNC(=O)c1c(O)c2c([nH]c1=O)CCCC2	i	-4	-5%	i	4.0	1088	1.9	1.6	8.8	9	20	i	38	-0.023	-0.25	0.38	0.13	0%
19	O=C(NCCN1CCOCC1)c1cc(-c2ccco2)on1	i	0	16%	x	-0.8	1224	2.3	2.1	5.3	-3	-10	i	26	0.57	-0.25	0.45	0.76	7%
20	NC(=O)N/N=C/c1c(F)cccc1F	i	8	-15%	i	-2.0	853	2.5	1.6	0.1	-11	-9	i	43	0.042	-0.31	-0.23	0.48	-1%
21	CC(C(=O)Nc1ccc(S(=O)(=O)N2CCOCC2)cc1)N1C(=O)C2CC=CCC2C1=O (stereo unspecified)	i	15	3%	i	2.1	994	1.7	1.4	6.7	15	-16	i	43	2.1	0.077	1.9	-2.9	-2%
22	O=C1NC(c2ccccc2)=C(c2nc3ccccc3s2)C(c2ccc(O)cc2)N1 (stereo unspecified)	i	27	4%	i	-1.7	1210	4.0	2.0	4.9	-12	7	i	50	i	x	x	-4.5	9%
23	CCn1nc(NC(=O)c2ccco2)c2cc3ccccc3nc21	i	3	1%	i	-0.9	1192	4.6	2.5	7.7	4	-9	x	x	-0.67	-0.15	-0.042	0.031	5%
24	O=C1CSC(c2ccccn2)N1c1cccc(Cl)c1 (stereo unspecified)	i	-11	4%	i	x	x	3.2	3.4	5.5	-7	10	i	41	1.1	-0.031	1.2	-0.39	-2%
25	CCSc1nnc(-c2ccc(Cl)cc2)c2ccccc12	i	-7	7%	i	-0.2	1356	2.5	1.5	4.9	-22	-22	i	15	-0.89	-0.15	-0.56	0.89	10%
26	O=C(CSc1nnc(-c2ccc(S(=O)(=O)N3CCCC3)cc2)o1)NCc1ccccc1	i	1	-3%	i	3.8	820	2.4	1.4	5.0	5	2	i	50	1.9	-0.24	0.63	-0.32	1%
27	COc1ccc(-c2cc(C(=O)N/N=C/c3ccc(OC)c(COCC(F)(F)C(F)F)c3)c3ccccc3n2)c(OC)c1	i	-8	-5%	i	-1.2	1139	2.5	1.4	12	-8	15	i	21	-1.3	-0.09	-0.44	0.98	5%
28	CC(=O)c1cccc(NC(=O)Cn2nc(-c3ccccc3Cl)ccc2=O)c1	i	0	0%	i	-3.9	1144	4.4	1.5	3.0	0	3	i	42	0.47	-0.34	-0.063	-0.11	0%
29	Cc1cc(NCc2ccccn2)ccc1Br	i	-6	24%	i	-0.6	1409	1.9	1.1	7.8	-5	3	i	63	-0.16	-0.19	-0.28	0.16	2%
30	Cc1nc2ccc(NC(=O)Cc3cccs3)cc2s1	i	7	44%	i	-0.1	1108	4.8	1.9	12	18	0	i	49	0.38	0.28	0.73	-0.72	-1%
31	COC(=O)NNC(=O)c1ccc(C(C)(C)C)cc1	i	13	-5%	i	x	x	2.4	2.9	4.4	-17	16	i	37	-1.1	-0.13	-0.87	1	2%
32	Cc1c(C(=O)Nc2ccncc2)sc2nc(-c3ccc(F)cc3)cn12	i	-9	-1%	i	-0.7	1116	7.1	7.1	5.9	12	-4	i	44	0.078	-0.13	0.39	0.011	7%
33	Cc1onc(-c2ccccc2)c1C(=O)N/N=C/c1cccs1	x	x	-7%	i	3.4	1020	x	x	x	x	x	i	61	2.8	-0.16	1.3	-2.3	-9%
34	Cc1ccc(N2C(=O)C(Cl)=C(N3CCN(C)CC3)C2=O)c(C)c1	i	-10	13%	i	-2.1	541	2.8	1.5	4.2	3	2	i	18	-2.1	0.21	-1	-1.3	-2%
35	COC(C[C@@H](O)[C@@H](C)[C@@H](O)COCc1ccccc1)OC	x	x	-8%	i	0.6	1334	x	x	x	x	x	x	x	-0.77	-0.79	-0.34	0.2	0%
36	COc1ccc(N2CCN(CCCNC(=O)Nc3ccccc3)CC2)cc1	i	9	6%	i	x	x	2.5	2.9	8.5	3	-5	i	19	-0.98	-0.26	-0.27	2.5	1%
37	CN(C)C(CNC(=O)c1ccc(S(=O)(=O)NCc2ccco2)cc1)c1ccccc1 (stereo unspecified)	i	0	11%	i	-1.2	975	4.8	2.6	2.8	-6	7	i	4	-0.58	-0.17	-0.21	0.18	4%
38	CCOC(=O)C1C(=O)OC2(CCOC(C)(C)C2)C1C(=O)OCC (stereo unspecified)	i	42	17%	i	-4.8	1165	4.3	2.8	12	5	4	i	55	0.34	-0.29	0.73	-0.18	2%
39	O=C(/C=C/c1ccc(Cl)cc1)NC(=S)Nc1ccc(CN2CCOCC2)cc1	i	10	12%	i	1.1	922	2.2	2.9	0.9	-17	7	i	16	-0.57	-0.27	-0.47	0.49	13%
